# Bioassay records (PubChem BioAssay)
# PG9 Ab binder: binders of HIV-1 gp120 antibody PG9, primary screen, biochemical, TR-FRET; HIV-1 gp120 / PG9 antibody interaction; TR-FRET gp120-PG9 antibody binding; inhibition, % at 6.7 µM; hit rate 0.43% among 360,000; in the data active = inhibition above about 8.5%
# Rev-erbA mod: modulators of Rev-erb alpha DNA binding, primary screen, biochemical, FITC-DNA, fluorescence polarization, uHTS; hit rate 0.79% among 370,000; AID 1259318, 2017; Rev-erbα–FITC-DNA binding, 90 min; activity, % at 10 µM; Nuclear receptor subfamily 1 group D member 1 (Homo sapiens), P20393;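 active = activity above about 14%, limit read from the data; passing the limit was not always enough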;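 note: 0% = DMSO wells with 35 nM protein and 100% = DMSO wells with 750 nM protein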
# Target sequence (P20393 whole entry, looked up): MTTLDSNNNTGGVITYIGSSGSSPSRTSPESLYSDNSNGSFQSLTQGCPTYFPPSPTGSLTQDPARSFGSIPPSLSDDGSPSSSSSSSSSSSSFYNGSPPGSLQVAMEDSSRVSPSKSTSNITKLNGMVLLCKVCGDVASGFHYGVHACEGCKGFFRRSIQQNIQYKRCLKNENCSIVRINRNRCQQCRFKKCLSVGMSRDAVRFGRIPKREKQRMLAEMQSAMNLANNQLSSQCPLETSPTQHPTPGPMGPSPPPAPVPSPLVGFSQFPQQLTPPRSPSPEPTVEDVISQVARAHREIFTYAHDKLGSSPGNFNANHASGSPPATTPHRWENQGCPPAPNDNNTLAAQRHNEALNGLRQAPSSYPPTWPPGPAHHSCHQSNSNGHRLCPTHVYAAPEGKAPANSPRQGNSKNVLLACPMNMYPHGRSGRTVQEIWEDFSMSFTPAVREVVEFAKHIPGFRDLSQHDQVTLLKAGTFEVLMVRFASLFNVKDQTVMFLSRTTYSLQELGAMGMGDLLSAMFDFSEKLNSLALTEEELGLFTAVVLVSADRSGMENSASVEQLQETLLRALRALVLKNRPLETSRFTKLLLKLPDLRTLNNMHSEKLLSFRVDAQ
# rCAG binder: binders of r(CAG) RNA repeats, primary screen, biochemical, fluorescence; r(CAG) RNA repeat, TO-PRO-1 dye displacement fluorescence; inhibition, % at 3 µM; hit rate 1.3% among 370,000; AID 651821, 2012;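 active = inhibition above the plate cutoff, the mean of all test compounds on that plate plus 3 SD, cut at about 35% in these data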;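 note: 0% = DMSO alone and 100% = 100 µM mitoxantrone as full dye displacement; higher means more dye released from RNA so lower well fluorescence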
# MBD2 inh: inhibitors of MBD2 binding to methylated DNA, primary screen, biochemical, TR-FRET, DNA-binding domain, human; MBD2 binding to methylated oligonucleotide; hit rate 0.31% among 370,000; AID 686964, 2013; inhibition, % at 4.4 µM; in the data active = inhibition above about 13%
# LEDGF integ inh: blockers of LEDGF/p75-dependent integrase strand transfer – biochemical, TR-FRET, high throughput, primary screen; HIV-1 integrase (with human LEDGF/p75); TR-FRET IN-LEDGF/p75 DNA integration, Eu/Cy5; inhibition, % at 3.7 µM; hit rate 0.64% among 370,000;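 active = inhibition above the screen-wide mean plus 3 SD, cut at about 13% in these data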;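 note: signal is the Cy5 over europium emission ratio at 671 and 618 nm; 0% = plate median of compound wells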
# PRMT1 inh: PRMT1 methyltransferase inhibitors, primary screen, biochemical, fluorescence polarization | Protein arginine N-methyltransferase 1 (Homo sapiens), Q99873 | recombinant PRMT1, activity-based probe fluorescence polarization | inhibition, % at 2.79 µM | hit rate 1.3% among 370,000 | AID 652257, 2013;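 active = inhibition above about 21% made by adding two undisclosed values, limit read from the data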
# UHRF1 binding: UHRF1 methylated DNA binding inhibitors, primary screen, counter-screen for MBD2 inhibitor project, biochemical, TR-FRET, human UHRF1, single concentration; E3 ubiquitin-protein ligase UHRF1 (Homo sapiens), Q96T88; UHRF1 binding to methylated oligo; inhibition, % at 4.4 µM; hit rate 0.75% among 370,000; AID 687016, 2013; in the data active = inhibition above about 21%;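 note: UHRF1 SRA domain binding a hemimethylated CpG hairpin DNA probe; 0% = median of test compound wells and 100% = reference inhibitor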
# mABHD4 FP: ABHD4 inhibitors, primary screen, biochemical, fluorescence polarization, mouse. (Lyso)-N-acylphosphatidylethanolamine lipase (Mus musculus), Q8VD66. purified mABHD4, FP-Rh probe fluorescence polarization. inhibition, % at 8.92 µM. hit rate 0.54% among 370,000. AID 720543, 2013;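 active = inhibition exceeding the mean over every tested compound plus 3 SD, cut at about 30% in these data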;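 note: 0% = plate median of compound wells and 100% = S159A mutant with DMSO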
# Target sequence (Q8VD66 whole entry, looked up): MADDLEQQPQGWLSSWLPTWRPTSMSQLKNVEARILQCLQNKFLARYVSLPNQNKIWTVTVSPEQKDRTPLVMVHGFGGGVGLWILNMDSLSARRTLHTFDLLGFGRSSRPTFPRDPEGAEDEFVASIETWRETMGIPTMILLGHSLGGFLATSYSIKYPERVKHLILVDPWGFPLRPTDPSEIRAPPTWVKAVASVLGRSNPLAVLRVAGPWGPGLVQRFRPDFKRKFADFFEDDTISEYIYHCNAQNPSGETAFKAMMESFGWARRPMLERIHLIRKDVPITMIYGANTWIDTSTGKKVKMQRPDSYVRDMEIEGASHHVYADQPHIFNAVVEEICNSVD
#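 Test system: mABHD4 protein | Buffer or medium: HEPES pH 7.0 buffer, 150 mM NaCl, 0.01% Pluronic F-127 | Probe or stimulus: FP-Rh fluorescent activity-based probe, added after compound pre-incubation | Timing: Pre-incubation 45 min, probe exposure 60 min, at 25 °C | Technique: Fluorescence polarization, excitation 525 nm, emission 598 nm, BODIPY TMR filters | Repeats: Single well per compound (singlicate)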
# TCR-CD3 inh: inhibitors of human TCR-CD3 interaction, primary screen, biochemical, fluorescence, TAMRA-labeled TCR probe | inhibition, % at 9.4 µM | hit rate 0.37% among 360,000 | T-cell receptor (TCR); in the data active = inhibition above about 19%;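 note: recombinant mutant TCR 2C K166C tagged with TAMRA read by polarization; 0% = receptor in buffer alone and 100% = receptor with positive control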
# HTRA1 inh: HTRA1 serine protease inhibitors, primary screen, biochemical, fluorescence polarization, HTS; recombinant HTRA1, FP-rhodamine activity-based probe; inhibition, % at 5.96 µM; hit rate 0.5% among 340,000; in the data active = inhibition above about 36%;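 note: 0% = enzyme with DMSO and 100% = wells lacking enzyme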
# Numbers without * were called inactive; x = not tested or not shown. Only part of the results is shown; the hit share may differ from the screen's.
SMILES,PG9 Ab binder,Rev-erbA mod,rCAG binder,MBD2 inh,LEDGF integ inh,PRMT1 inh,UHRF1 binding,mABHD4 FP,TCR-CD3 inh,HTRA1 inh
COc1ccc(CC(N)c2csc(Nc3cccc(OC)n3)n2)cc1 (stereo unspecified),-3.4,-8,15,2,10,-4,-1,18,0,x
CC(C)(C)NC(=O)c1ccc2c(c1)N(CC(=O)N1CCN(c3ccccc3F)CC1)C(=O)C(C)(C)O2,2.1,-7,-1,5,2,2,1,1,1,0
O=C(Oc1ccccc1C(=S)N1CCOCC1)c1ccc([N+](=O)[O-])cc1[N+](=O)[O-],-1.6,-3,1,2,0,10,1,0,2,8
C[C@@H]1CN([C@@H](C)CO)S(=O)(=O)c2ccc(C#Cc3cccc(F)c3)cc2O[C@H]1CN(C)S(=O)(=O)c1cn(C)cn1,-0.6,5,9,8,7,0,21*,-14,-1,-26
Cc1cc(C)nc(SCC(=O)OCN2C(=O)c3ccccc3C2=O)n1,-1.0,-3,3,0,1,-2,0,-4,3,2
NC(=O)c1ccc(NCCc2cccs2)cc1,-1.3,-1,4,-9,7,0,-3,6,2,x
CCC(C)(C)NC(=O)C(c1ccc(C)o1)N(C(=O)c1csnn1)c1cccc(F)c1 (stereo unspecified),-0.6,0,-7,-3,-1,2,0,-3,-5,4
CC(C)CNc1nc(N)c([N+](=O)[O-])c(NCC2CCCO2)n1 (stereo unspecified),-2.3,-7,0,-1,2,1,0,-3,18,3
CN(Cc1ccccc1)C(=O)c1[nH]cnc1C(=O)NCC(=O)OCc1ccccc1,0.6,0,-11,1,-2,0,-2,4,-1,-1
O=C(C[n+]1ccc2ccccc2c1)Nc1cc(C(F)(F)F)ccc1Cl,-1.0,-10,8,1,-1,1,-5,7,9,2
CC(NC(=O)CCCN1C(=O)c2ccccc2C1=O)c1ccc2c(c1)CCCC2 (stereo unspecified),-0.8,1,0,-5,-1,-4,-2,-5,1,-3
COc1cc2cc(C(=O)N3CCN(c4ccccc4OC)CC3)[nH]c2cc1OC,-2.7,0,9,0,-2,9,1,-3,0,1
CCOc1ccc(C(=O)/C=C/c2ccccc2C(F)(F)F)cc1,-2.2,-1,-3,-4,7,-1,1,-16,-8,-19
Cc1cc(C)c(NC(=O)OCCN2CCOCC2)c(C)c1,-2.0,0,-6,2,1,-1,1,-2,3,1
CNC(=O)C1CCN(S(=O)(=O)c2c(C)noc2/C=C/c2ccc(OC)cc2)CC1,-1.2,-1,0,3,-1,-1,-4,-1,1,-5
COc1ccc(NC(=O)CCNC(=O)c2ccc([N+](=O)[O-])cc2)cc1S(=O)(=O)N1CCCCC1,-1.1,0,1,-6,1,-3,-2,-5,2,-7
Cc1nc(CNS(=O)(=O)c2cccnc2)cs1,0.0,2,0,0,1,1,0,5,-1,7
CCOc1ccc(N(CC(=O)NCc2ccc(Cl)cc2)S(=O)(=O)c2c(C)noc2C)cc1,-1.2,0,7,1,0,3,2,7,2,4
COc1ccc(-c2cc(C(=O)NN=Cc3ccc(O)c(OC)c3)[nH]n2)cc1,x,0,8,-3,-4,-2,-3,-3,x,x
COc1cc(C(=O)OC(C)C(=O)Nc2ccc3c(c2)OCO3)ccc1OCc1c(C)noc1C (stereo unspecified),-1.0,0,-1,2,2,1,-3,5,1,-2
COc1ccc(NS(=O)(=O)c2cccc(C(=O)N/N=C/c3ccccn3)c2)cc1,-0.4,-6,5,-7,-4,1,0,-14,-1,4
Cc1ccccc1CNC(=O)CN1C(=O)c2ccccc2S1(=O)=O,-1.2,-5,2,6,-2,2,0,9,0,6
CCCNC(=O)c1cc2ccccc2c(=O)o1,2.5,-6,0,0,0,3,-1,-5,1,3
Cc1c(C(=O)Nc2ccc(S(=O)(=O)NCC3CCCO3)cc2)cccc1[N+](=O)[O-] (stereo unspecified),-2.1,0,1,-3,1,-1,21*,5,4,7

# Part of the list above in order of formula weight, low to high:
SMILES,PG9 Ab binder,Rev-erbA mod,rCAG binder,MBD2 inh,LEDGF integ inh,PRMT1 inh,UHRF1 binding,mABHD4 FP,TCR-CD3 inh,HTRA1 inh
Cc1ccccc1CNC(=O)CN1C(=O)c2ccccc2S1(=O)=O,-1.2,-5,2,6,-2,2,0,9,0,6
COc1ccc(-c2cc(C(=O)NN=Cc3ccc(O)c(OC)c3)[nH]n2)cc1,x,0,8,-3,-4,-2,-3,-3,x,x
COc1ccc(NS(=O)(=O)c2cccc(C(=O)N/N=C/c3ccccn3)c2)cc1,-0.4,-6,5,-7,-4,1,0,-14,-1,4

# (further entries)
SMILES,PG9 Ab binder,Rev-erbA mod,rCAG binder,MBD2 inh,LEDGF integ inh,PRMT1 inh,UHRF1 binding,mABHD4 FP,TCR-CD3 inh,HTRA1 inh
COc1cc2c(C#CCCO)c(-c3ccc(C#N)cc3)oc(=O)c2cc1OC,1.6,-13,8,-1,0,4,0,8,-1,1
CCCCNC(=O)CSc1nnc(Cc2ccccc2)n1CC1CCCO1 (stereo unspecified),-0.2,0,-1,-5,3,-7,-2,-1,6,-2
COc1ccc(C[C@@H]2CN3C(=NC[C@@H]3C)N2CCNC(=O)c2ccc(C)c(Br)c2)cc1,0.8,4,9,1,-2,-2,-2,8,4,-7
Cc1ccc2nc(NC(=O)c3cccs3)sc2c1,-3.1,2,11,3,-3,1,1,2,3,-19
C[C@@H]1CN([C@@H](C)CO)C(=O)CCCn2nncc2CO[C@H]1CN(C)C(=O)c1ccc2ccn(C)c2c1,0.0,-2,-1,3,-1,2,-1,1,5,5
O=C(Nc1ncn[nH]1)c1cc([N+](=O)[O-])ccc1Cl,0.0,-4,0,4,-3,-2,-2,9,0,5
Cc1sc2ncnc(SCC(=O)Nc3nc(-c4ccc(F)c(F)c4)cs3)c2c1C,-1.0,3,4,5,-4,3,4,-6,-7,2
Cc1cc(N2CCC(C(N)=O)CC2)nc(-c2ccccc2)n1,2.1,-4,0,7,-1,1,1,-4,0,3
CCOC(=O)C(C(=O)OCC)N(C#N)c1nc(N(C)C)nc(N(C)C)n1,-0.5,0,-7,-1,3,1,14,-6,3,2
CCOc1ccc(CN(C)C(=O)Cc2c[nH]c3ccccc23)cc1,1.1,-4,-5,-2,-2,-1,-1,1,1,-2
CCN(CC(=O)NCc1ccc(F)cc1)CC(=O)Nc1ccc(Br)cc1F,-2.0,7,-1,0,1,0,11,-2,2,-8
Cc1cc(S(=O)(=O)Nc2ccc(C(=O)NCC(C)(C)N3CCOCC3)cc2)ccc1F,-2.4,4,0,0,2,2,0,-3,7,5
CC(C)CN1CCN(Cc2cccc3cccnc23)CC1CCO (stereo unspecified),0.9,0,-3,-2,1,1,1,2,3,6
COC(=O)[C@@]1(Cc2ccc(OC)cc2)[C@H]2c3cc(C(=O)N4CCCC4)n(Cc4ccc(Cl)c(C(F)(F)F)c4)c3C[C@H]2CN1C(=O)c1ccccc1,-0.9,-7,12,-1,-1,2,0,1,3,x
CN(Cc1c(F)cccc1Cl)C(=O)COC(=O)Cn1cnc2ccccc2c1=O,0.2,-5,2,0,0,4,0,0,3,2
Cc1ccc(S(=O)(=O)NCCC(=O)NCc2ccc3c(c2)OCO3)cc1C,0.0,0,4,3,0,2,4,-4,-2,-2
CC(C)C(=O)N1CCN(c2ccccc2NC(=O)COc2ccccc2)CC1,-0.8,1,-4,-3,1,-2,0,1,2,-3
Nc1c(OS(=O)(=O)c2ccccc2)cccc1OS(=O)(=O)c1ccccc1,3.2,9,2,-5,-1,3,1,-8,-10,-15
CSc1ccc(S(=O)(=O)NCC(=O)OCCOc2ccccc2)cc1[N+](=O)[O-],-0.5,-4,10,2,4,-3,-3,-7,5,-4
O=C(Oc1ccc(OC(=O)N2CCOCC2)cc1)c1ccccc1,-2.7,-1,0,-8,4,0,1,-4,7,2
Cc1ccc(N2CC(C(=O)O)CC2=O)cc1 (stereo unspecified),-1.7,3,-1,1,0,0,0,4,10,x
Cc1ccccc1Cn1nnc(C(=O)Nc2cccc(C)c2C)c1N,0.3,5,1,3,-2,-2,2,-6,6,-15
O=[N+]([O-])c1cnc2ccccc2c1,-1.5,7,-1,3,1,2,0,4,-6,-3
O=C(NC(=S)N1CCCC1)c1ccc(Cl)cc1Cl,-0.9,5,-1,3,4,-1,0,11,-3,5
O=[N+]([O-])c1ccc2c(c1)nc1n2CCN(CC2CCCO2)C1 (stereo unspecified),0.2,-4,5,-1,1,3,-1,2,5,5
O=C(Nc1ccc(N2CCOCC2)nc1)c1ccccc1Cl,-1.2,-3,-4,-2,4,0,3,6,-1,8
COc1ccc(/C=C/C(=O)N2CCN(S(=O)(=O)c3ccccc3Br)CC2)cc1OC,-0.5,2,-3,-5,1,-1,-3,-5,3,-6
Cc1ccnc(NC(=O)Nc2ccc3c(c2)OCO3)c1,-2.6,3,-1,-5,-1,-1,0,3,0,1
CC(C)(C)c1ccc(C(=O)NC(=O)COC(=O)c2ccc(Br)o2)cc1,0.6,-2,4,3,2,-3,5,4,0,-5
O=C(NCc1cccs1)C1CCN(C(=O)NCc2ccccc2)CC1,-1.0,-1,-1,-2,-4,-3,1,1,0,4
Cc1ccnc(-n2c(C)cc(C=O)c2C)c1,-1.3,0,1,4,4,0,23*,4,3,6
CCn1c(N2CCN(S(=O)(=O)c3ccc(Cl)cc3)CC2)nc2ccccc21,-0.4,-1,-4,7,0,2,15,-2,5,2
CCCCN(CCCC)CCNC(=O)CNC(=O)c1cccs1,0.3,-2,-1,-1,2,-2,-1,-4,-5,-2
Cc1ccc(C(=O)OCC(=O)Nc2ccc(F)c(Cl)c2)o1,-0.4,-3,5,-2,-3,2,0,1,4,-1
COc1ccccc1C(=O)NCC(=O)N1CCN(C/C=C/c2ccccc2)CC1,1.0,1,1,-1,-2,2,0,-1,-4,3
CS(=O)(=O)N(Cc1ccc(Cl)cc1)c1ccc(C(=O)NCC2CCCO2)cc1 (stereo unspecified),-1.2,2,-7,4,0,-1,3,1,-11,2
COc1cccc(CNC(=O)CNC(=O)N2CC(=O)Nc3ccccc32)c1,0.6,0,2,1,0,3,1,5,5,1
COc1ccc(Nc2cc(Cl)nc(N)n2)cc1OC,-3.9,-1,3,5,-5,8,4,-9,-1,6
CC(C)(C)NC(=O)C(c1cccnc1)N(C(=O)c1csnn1)c1ccccc1 (stereo unspecified),0.0,-3,-1,-2,1,1,2,5,-2,7
CCOC(=O)c1sc(NC(=O)Nc2ccccc2Cl)cc1C,-1.2,8,21,-4,0,1,-6,-11,10,-27
CC(Sc1nnc2ccccn12)C(=O)Nc1ccc2c(c1)OCO2 (stereo unspecified),0.1,7,5,-1,-5,2,-2,3,-6,5
CCS(=O)(=O)N1CCC(C(=O)Oc2ccccc2)CC1,0.4,3,-4,0,-6,2,1,1,-6,7
CC(C)(C)c1ccc(Oc2ccc(NC(=O)c3cccs3)cn2)cc1,-2.5,-2,0,1,-1,-1,-3,-5,1,-13
